TDP1 cell CPT – DT40-hTDP1 cell growth loss with CPT; chicken DT40 Tdp1-/-;hTDP1 cells + 20 nM CPT, ATP luminescence, 48 h; Potency, µM (doses to about 46.2 µM), without a hit: at the top dose activity change, negative = growth inhibition, usual class: inhibitors; hit rate 12% among 420,000; AID 686979; also: nearly all actives have a fitted effect of over 55% in size
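Cell growth measured by CellTiter-Glo luminescence after a minimum 48 h, 37 C compound exposure with 20 nM CPT in Tdp1-knockout DT40 cells stably expressing hTDP1, seeded 400/well; qHTS titration format.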
FEN1 inh – blocks human flap endonuclease 1 | P39748 | Recombinant FEN1 flap cleavage, fluorescence, 15 min | Potency, µM (titrated, usually from 114 µM), inactives show at the highest dose activity change, negative = inhibition, usual class: inhibitors | hit rate 0.35% among 390,000; also: nearly all actives have a fitted effect of over 65% in size
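Reaction started by adding substrate (50 nM final) to 10 nM enzyme after 15 min room-temperature compound preincubation. Reads at 0 and 15 min, with data normalized and fitted to a four-parameter Hill equation.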
GCN5L2 inh – inhibitors of human GCN5L2 histone acetyltransferase; GCN5L2 HAT assay, ThioGlo1 CoA-SH fluorescence; Potency, µM (series often up to 58.9 µM), for inactives: top-dose activity change, negative = inhibition, most hits filed as inhibitors; hit rate 0.21% among 390,000; AID 504327
Target sequence (Q92830 whole entry, looked up): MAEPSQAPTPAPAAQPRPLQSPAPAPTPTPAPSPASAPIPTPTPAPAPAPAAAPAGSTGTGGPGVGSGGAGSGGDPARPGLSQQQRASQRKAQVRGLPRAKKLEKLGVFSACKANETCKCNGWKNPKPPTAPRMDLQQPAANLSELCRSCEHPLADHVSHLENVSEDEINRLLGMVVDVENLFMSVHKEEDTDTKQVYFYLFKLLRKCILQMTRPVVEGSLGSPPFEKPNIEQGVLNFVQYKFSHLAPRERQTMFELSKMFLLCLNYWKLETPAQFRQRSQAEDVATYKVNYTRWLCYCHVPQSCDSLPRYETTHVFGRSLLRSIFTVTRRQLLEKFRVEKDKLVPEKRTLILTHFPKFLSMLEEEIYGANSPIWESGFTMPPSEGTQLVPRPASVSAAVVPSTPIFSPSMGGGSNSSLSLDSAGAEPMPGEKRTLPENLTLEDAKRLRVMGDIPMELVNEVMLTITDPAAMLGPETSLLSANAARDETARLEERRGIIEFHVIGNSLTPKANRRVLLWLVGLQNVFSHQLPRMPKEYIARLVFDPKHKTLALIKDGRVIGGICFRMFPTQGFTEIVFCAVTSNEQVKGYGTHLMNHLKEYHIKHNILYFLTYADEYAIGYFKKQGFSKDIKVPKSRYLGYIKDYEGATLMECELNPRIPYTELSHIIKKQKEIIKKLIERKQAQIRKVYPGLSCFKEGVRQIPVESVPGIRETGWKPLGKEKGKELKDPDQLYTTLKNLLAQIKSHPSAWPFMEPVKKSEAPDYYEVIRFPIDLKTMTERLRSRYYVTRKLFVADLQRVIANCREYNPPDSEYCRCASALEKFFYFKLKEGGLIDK
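Free CoA generated was detected with ThioGlo1 (50uM) fluorescence at Ex340nm/Em540nm, read immediately and after 20 min at room temperature. Enzyme, 20 nM in HEPES pH 7.5 buffer, saw compounds 15 min before adding 75uM H3(1-25) peptide and 70uM acetyl-CoA.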
Active calls of the source: *; ? = inconclusive; / = not tested or not shown; & = joins results of further samples; [ ] = remark or other dose. Calls follow the shape of the dose curve; as a rule, active = well fitted curve in the direction sought with a large enough effect; inconclusive = small, poorly fitted or top-dose-only effect, or another doubt; inactive = no such curve, though single readings can be large; an effect the other way counts as inactive or inconclusive. % is scaled to controls: 0 for no effect and ±100 for the full control effect; potency is read from the fitted curve at half-maximal effect. An excerpt, so the mix of outcomes need not match the whole.

A first look, twelve compounds:
SMILES	TDP1 cell CPT	FEN1 inh	GCN5L2 inh
O=C(COn1nnc2ccc(Cl)cc21)Nc1ccc(F)cc1	-26%	7%	-7%
CCNc1nc(NCC)nc(SCCOC(=O)COc2ccc(Cl)cc2Cl)n1	-4%	-12%	-8%
O=C1NCCCc2c1oc1ccc(O)cc21	?	-9%	-4%
CC(C)[C@H](NC(=O)OCc1ccccc1)C(=O)OCC(=O)Nc1ccc(N2CCOCC2)cc1	?	0%	-27%
CCN(CC)S(=O)(=O)c1cc(NC(=O)Cc2ccc(S(=O)(=O)N3CCOCC3)s2)ccc1Cl	21µM*	-24%	/
CC[C@]12c3[nH]c4ccc(Cl)cc4c3CCN1C(=O)[C@@H](CC(=O)NCCCn1ccnc1)C[C@@H]2C(=O)N1CCN(C(=O)C2CC2)CC1	2%	-1%	0%
FC(F)(F)c1cccc(N2CCN(c3ccc4nnc(-c5ccccc5)n4n3)CC2)c1	16µM*	?	-22%
Cc1ccc(OCc2cc(C(=O)N3CCN(C4CCCCC4)CC3)no2)cc1C	16µM*	-16%	-9%
CNC(=O)CN(C1CCCCC1)S(=O)(=O)c1ccc(OC)c(Cl)c1	-5%	-11%	-7%
CC(=O)Nc1ccc(NC(=O)CSc2nnc3ccc(-c4ccc(F)cc4)nn23)cc1	-19%	6%	-3%
COc1ccc(CCC(=O)N/N=C\c2cccs2)cc1	-23%	-3%	-18%
Cc1ccc2c(C(=O)CCl)c(C)[nH]c2c1	3.7µM*	-5%	-5%

The list itself, from the start:
SMILES	TDP1 cell CPT	FEN1 inh	GCN5L2 inh
O=C(COn1nnc2ccc(Cl)cc21)Nc1ccc(F)cc1	-26%	7%	-7%
CCNc1nc(NCC)nc(SCCOC(=O)COc2ccc(Cl)cc2Cl)n1	-4%	-12%	-8%
O=C1NCCCc2c1oc1ccc(O)cc21	?	-9%	-4%
CC(C)[C@H](NC(=O)OCc1ccccc1)C(=O)OCC(=O)Nc1ccc(N2CCOCC2)cc1	?	0%	-27%
CCN(CC)S(=O)(=O)c1cc(NC(=O)Cc2ccc(S(=O)(=O)N3CCOCC3)s2)ccc1Cl	21µM*	-24%	/
CC[C@]12c3[nH]c4ccc(Cl)cc4c3CCN1C(=O)[C@@H](CC(=O)NCCCn1ccnc1)C[C@@H]2C(=O)N1CCN(C(=O)C2CC2)CC1	2%	-1%	0%
FC(F)(F)c1cccc(N2CCN(c3ccc4nnc(-c5ccccc5)n4n3)CC2)c1	16µM*	?	-22%
Cc1ccc(OCc2cc(C(=O)N3CCN(C4CCCCC4)CC3)no2)cc1C	16µM*	-16%	-9%
CNC(=O)CN(C1CCCCC1)S(=O)(=O)c1ccc(OC)c(Cl)c1	-5%	-11%	-7%
CC(=O)Nc1ccc(NC(=O)CSc2nnc3ccc(-c4ccc(F)cc4)nn23)cc1	-19%	6%	-3%
COc1ccc(CCC(=O)N/N=C\c2cccs2)cc1	-23%	-3%	-18%
Cc1ccc2c(C(=O)CCl)c(C)[nH]c2c1	3.7µM*	-5%	-5%
CCCc1cc(=O)oc2cc(OCC(=O)NCCCN3CCOCC3)ccc12	18%	0%	0%
COc1cccc(/C=N/Nc2nn3cnnc3c3ccccc23)c1O	2.6µM*	?	-15%
O=C(Nc1ccc(Cl)c(Cl)c1)N1CC=C(c2ccccc2)CC1	23µM*	7%	-9%
O=c1[nH]c(=S)[nH]cc1Oc1ccc(Br)cc1Br	-14%	3%	/
CCCCn1c(SCC(=O)NC2CC(C)(C)NC(C)(C)C2)nc2cc(S(N)(=O)=O)ccc21	5%	-4%	-9%
CCOC(=O)C1CCCN(CC(=O)Nc2c(C(=O)OC)[nH]c3ccc(Br)cc23)C1 (configuration not stated)	16µM*	8%	-10%
COc1ccc(C2CN=NC23CCc2ccccc2C3=O)cc1 (configuration not stated)	?	3%	-1%
Cc1nn(-c2ccccc2)cc1C(=S)Nc1ccccc1	-5%	13%	-2%
CC1C(=O)N(Cc2ccccc2)c2ccccc2N1C(=O)c1ccccc1 (configuration not stated)	23µM*	6%	-3%
O=C(CN1CCN(Cc2ccccc2)CC1)N1CCCCCC1	9%	0%	-4%
CCc1ccc(C(C)NC(=O)c2cccs2)cc1 (configuration not stated)	-8%	0%	/
COCCOC(=O)c1c(C)oc2c1cc(NS(=O)(=O)c1ccc(Cl)c(C)c1)c1ccccc12	?	14%	-5%
Cc1oc(-c2ccc(Cl)cc2)nc1CS(=O)CC(=O)NCCCN1CCCC(C)C1 (configuration not stated)	?	-1%	-3%
SMILES	TDP1 cell CPT	FEN1 inh	GCN5L2 inh
C/C(=N\Nc1ccc(S(=O)(=O)Nc2ccccc2)cc1[N+](=O)[O-])c1ccc(N2CCOCC2)cc1	15µM*	5%	1%
Cc1ccc(S(=O)(=O)Nc2cccc(CP(=O)(c3ccccc3)c3ccccc3)c2)cc1	-6%	-9%	-2%
Cc1cc(C)c2nc(NC(=O)CN3C(=O)NC4(CCCC4)C3=O)sc2c1	-19%	7%	-6%
COc1ccc(-c2nc3ccc(NC(C)=O)cc3c(=O)n2Cc2cccc(Cl)c2)cc1COc1ccc(NC(C)=O)cc1	11µM*	79µM*	/
Cc1nc2sc(C(c3ccc(Cl)cc3)N3CCN(CCO)CC3)c(O)n2n1 (configuration not stated)	?	2%	-28%
CN(CC(=O)Nc1ccccc1Br)C(=O)CCc1nc2ccccc2c(=O)[nH]1	?	3%	2%
Cc1c2cnn(CC(=O)NCc3ccc(F)cc3)c(=O)c2c(C)n1Cc1cccc(Cl)c1	4.1µM*	-7%	-9%
COC(=O)C1CCC(C)(C(=O)Nc2ccccc2)C1(C)C (configuration not stated)	?	-3%	-7%
Cc1c(OC(C)C(=O)NCC2CCC(C(=O)O)CC2)ccc2c(-c3ccccc3)cc(=O)oc12 (configuration not stated)	4%	10%	-20%
CC1CCC2(CC1)NC(=O)N(CC(=O)N1CCc3ccccc3C1)C2=O (configuration not stated)	13%	2%	0%
Cn1c(=O)cc(SCC(=O)N2CCN(c3ccccc3F)CC2)c2ccc(Cl)cc21	?	13%	-9%
Cc1ccc(C)c(CSCc2nc3ccccc3[nH]2)c1	?	-14%	2%
CCN(CCCNC(=O)c1cc2c(-c3cccc(OC)c3)nn(C)c2s1)Cc1ccccc1	9.2µM*	?	-5%
COC(=O)C1=C(C)NC(C)=C(C(=O)OCC2CCCO2)C1c1cccc(Cl)c1 (configuration not stated)	-1%	-19%	-8%
COc1ccccc1C(=O)Nc1ccnn1C1CCN(C(=O)c2ccoc2)CC1	-24%	5%	/
CCOc1ccc(NS(=O)(=O)c2cccc(C(=O)N3CCN(C/C=C/c4ccccc4)CC3)c2)cc1	?	0%	/
Cc1ccc(S(=O)(=O)c2ncccc2N)cc1	11%	16%	-5%
COc1ccc(Nc2c3c(nc4nncn24)CCC3)cc1OC	?	-14%	1%
NC(=O)C[C@@H]1N[C@]2(C(=O)Nc3ccccc32)[C@@H]2C(=O)N(c3cc(C(F)(F)F)ccc3Cl)C(=O)[C@H]12	-5%	-12%	-1%
COC(=O)c1ccc(C(=O)OCc2nc3cc4ccccc4cc3[nH]2)cc1	-4%	4%	-5%
COc1ccc(S(=O)(=O)NCC(c2cccnc2)N2CCN(C)CC2)cc1OC (configuration not stated)	20%	-1%	-3%
CCOC(=O)/C(=C\C=C\c1ccccc1)NC(=O)c1ccccc1	?	-20%	43%[activator]
O=C(O)C(CO)N=Cc1c(O)c2ccccc2oc1=O (configuration not stated)	1%	-2%	-8%
Cc1ccc(NS(=O)(=O)c2c(C(=O)N3CCOCC3)c(C)n(C)c2C)cc1	-1%	-9%	-1%
CCCCCC/C(C)=C1/SC(=S)NC1=O	4%	-7%	-8%
SMILES	TDP1 cell CPT	FEN1 inh	GCN5L2 inh
COc1cccc(CNn2cnnc2)c1OCc1ccc(F)cc1	-7%	-15%	-2%
CCCOc1cc(CC(=O)NCc2ccco2)ccc1OC	-4%	1%	-10%
Cc1cc(-c2nnc(SCC(=O)Nc3nccs3)o2)no1	0%	-6%	-26%
CCOC(=O)c1ccc(N=C2SC(C(=O)Nc3ccc(C(=O)O)cc3)CC(=O)N2Cc2cccs2)cc1 (configuration not stated)	?	-13%	?
CC(C)c1cc(NC(=O)CSc2nnc(-c3ccccc3F)n2C)on1	-15%	8%	-1%
CCOC(=O)CC(NC(=O)CCc1c(C)nc2ncnn2c1C)c1ccc(C)cc1 (configuration not stated)	6%&10%	19%&-1%	-1%&0%
CCNC(=O)n1cc(-n2cncn2)c(-c2ccccc2)n1	28%	3%	15%
O=C(CSc1nnc(-c2cccnc2)n1C1CCCCC1)NC1CCCC1	-16%	8%	-1%
COc1ccccc1N1CCN(C(=O)CSc2nc3ccccc3nc2Cc2ccc(C)cc2)CC1	16µM*	-18%	-9%
COc1ccc(-c2c(C)nn3c4c(cnc23)C(=O)CC(c2ccccc2)C4)cc1 (configuration not stated)	-7%	-3%	-4%
C/C(=N\Nc1ccc([N+](=O)[O-])cc1)c1ccc(O)cc1	?	?	-3%
Cc1cc(-c2ccccc2)n2nc(-c3cccc(Br)c3)cc2n1	?	12%	-17%
Cc1ccc(CC2C(=O)N(c3ccc(F)cc3)C(=O)C2C)cc1 (configuration not stated)	12%	-6%	-8%
Cc1cc(NC(=O)C(C)(C)Oc2ccc(Cl)cc2)cc(-c2nc3ncccc3o2)c1O	8%	-2%	-5%
Nc1cccc(-n2nnnc2CN2CCOCC2)c1	?	1%	8%
CCN(CCCNC(=O)CCC(=O)N1CCOc2ccccc21)Cc1ccccc1	-4%	16%	-25%
CCn1cc(CN2CCC(n3nccc3NC(=O)c3ccccc3C)CC2)c(C)n1	-5%	1%	-5%
CC(C)Cn1c(N)c(C(=O)COC(=O)CCc2nc3ccccc3s2)c(=O)n(C)c1=O	?	2%	-3%
CCOC(=O)CSc1nccc(N(C)C)c1C#N	3%	2%	-2%
O=C(Nc1ccc(-c2nc3cc(NC(=O)c4ccccc4Cl)ccc3o2)cc1)c1ccccc1Cl	7.3µM*	-8%	2%
CN(C)c1c(Cl)cc(/C=C2\C=Cc3ccccc32)cc1Cl	?	-21%	/
COc1cc2c(cc1OC)n(CC(=O)c1ccc(F)cc1)c(=O)n1nc(CCn3nc(C)cc3C)nc21	?	-15%	-16%
COc1ccccc1CNc1cc(CSc2ccc(Cl)cc2)nc(C)n1	?	-20%	-2%
CC(=O)c1cccc(NC(=O)CNC(=O)c2sc3ccccc3c2Cl)c1	?	0%	0%
Cc1cc(C)n(-c2nc3ccccc3nc2N2CCN(S(=O)(=O)c3ccc4ccccc4c3)CC2)n1	?	0%	-4%[0.501 µM]
SMILES	TDP1 cell CPT	FEN1 inh	GCN5L2 inh
Cc1cccc(C(C)(C)C)c1OCCCCN1CCCC1	?	-15%	-9%
CCOc1ccc(C(=O)CC(C(=O)O)N2CCCCC2)cc1 (configuration not stated)	13µM*	-7%	-3%
CC(=O)N(C1CC(C)C(C#N)(C#N)C1(C#N)C#N)N(C)C (configuration not stated)	0.52µM*	-14%	4%
CN(C(=O)c1cccc(Nc2ccc(-c3ccc4c(c3)OCCO4)nn2)c1)C1CCCCC1	23µM*	-20%	-4%
CCC(C)NS(=O)(=O)c1ccc(NS(=O)(=O)c2ccc(F)cc2)cc1 (configuration not stated)	0%	1%	-7%
CCO/C=C1/C(=O)N(C)C(=O)c2cc(OC)ccc21	-7%	6%	-7%
Cc1ccc2c(c1)[nH]c1c(=O)n(CCN3CCNCC3)cnc12	?	8%	-2%
Cn1c(=O)c2c(=O)cc(NNC(=O)C(C)(C)C)[nH]c2n(C)c1=O	-1%	7%	0%
Cc1ccc2[nH]cc(CCNC(=O)C3CCCO3)c2c1 (configuration not stated)	-10%	-4%	-5%
COCc1c(C(=O)N/N=C\c2ccccn2)nnn1-c1nonc1N	0%	-6%	-4%
Cc1ccccc1-c1nn(-c2ccc(F)cc2F)cc1CNCCN(C)C	-13%	1%	-1%
Cc1ccc(C(=O)C(C)OC(=O)c2nc(Cl)ccc2Cl)cc1 (configuration not stated)	-1%	7%	-2%
O=C1c2ccccc2C(=O)N1CCSc1ccccc1	2%	-17%	-10%
O=C1CNC(=S)N1Cc1cccc(Cl)c1	0%	9%	8%
CC(C)CN1CC(COCc2ccccc2)Oc2ccccc2S1(=O)=O (configuration not stated)	21µM*	7%	-1%
C#CCOCCOCCOCCNc1nc(N2CCN(C(=O)C([C@@H](C)O)n3cc([C@@H](N)CCCCN)nn3)CC2)nc(N2CCN(C(=O)[C@H](CCCCN)n3cc(CN)nn3)CC2)n1 (some centres not stated)	-8%	7%	0%
CCCCN(CCO)c1ncnc2sc(-c3ccccc3)cc12	?	-21%	-7%
N#Cc1cnc(Oc2ccc(Cl)cc2)nc1N	0%	18%	1%
COCc1nc2ccccc2n1CCOc1ccccc1OC	-25%	3%	-10%
Cc1nc2c3cc(F)ccc3n(Cc3ccccc3)c2s1	?	-33%	-4%
CCOc1ccccc1CN1CCC(O)CC1	3%	-7%	-17%
Cc1ccc(NC(=O)Cc2ccc(NC(=O)N3CCCCc4ccccc43)cc2)cc1	?	4%	19%

Source: PubChem BioAssay
